Screens as filed in PubChem BioAssay.
HADH2 inhib – blocks human hydroxyacyl-CoA dehydrogenase type II; Q99714; actives 3.4% (n = 73,000); Potency, µM (titrated, usually from 57.1 µM), without a hit: at the top dose activity change, negative = inhibition, usual class: inhibitors; recombinant HADH2, NADH fluorescence, beta-hydroxybutyryl-CoA; also: potency is read from the fitted curve at half-maximal effect; % is scaled to controls: 0 for no effect and ±100 for the full control effect; nearly all actives have a fitted effect of over 60% in size; many of its hits are not listed in these tables
Target sequence (Q99714 whole entry, looked up, one chain of several): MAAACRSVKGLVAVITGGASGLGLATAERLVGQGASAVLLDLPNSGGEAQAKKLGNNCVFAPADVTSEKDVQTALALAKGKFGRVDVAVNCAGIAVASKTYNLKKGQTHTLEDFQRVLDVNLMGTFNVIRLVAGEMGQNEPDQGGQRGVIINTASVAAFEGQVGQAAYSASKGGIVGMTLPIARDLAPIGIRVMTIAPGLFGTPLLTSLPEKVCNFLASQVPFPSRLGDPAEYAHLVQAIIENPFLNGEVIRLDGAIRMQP
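NADH fluorescence (ex 360/em 450 nm) read every 30 s for 4 min; activity taken as last-minus-first time point difference. Enzyme 20 nM, NAD+ 1 mM, beta-hydroxybutyryl-CoA 90 uM, pH 9.0 Tris buffer.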
CRE Fsk mod – alters forskolin-stimulated CRE reporter signaling in CHO cells; AID 662; Potency, µM (highest dose often 38.2 µM), without a hit: at the top dose activity change, negative = inhibition, hits mostly activators; CHO CRE-bla reporter (cAMP response element driving beta-lactamase), forskolin EC10, beta-lactamase ratio; actives 2.5% (n = 71,000); active = well fitted activation curve with a large enough effect in the signal ratio, with a control signal flat, not every such curve was filed as active; inconclusive = small, poorly fitted or top-dose-only effect, or effect the other way, or a change in a side signal; the % refers to the signal ratio; also: potency is read from the fitted curve at half-maximal effect; % of control where 0% means no effect
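Modulation of forskolin-driven signalling is measured in CHO cells carrying a CRE-controlled beta-lactamase reporter. Cells are stimulated with EC10 NKH 477 in the presence of titrated compound for 3 h at 37 °C, then loaded with CCF4 for 2 h at room temperature.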
Luciferase inh – firefly luciferase inhibition. P08659. purified firefly luciferase, luminescence, 8 min. Potency, µM (series often up to 57.1 µM), for the others: top-dose activity change, negative = inhibition, usual class: inhibitors. actives 2.2% (n = 72,000). AID 411; also: potency is read from the fitted curve at half-maximal effect; % is scaled to controls: 0 for no effect and ±100 for the full control effect; nearly all actives have a fitted effect of over 40% in size
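Firefly luciferase (PKLight detection mix) with 10 uM ATP in pH 7.2 imidazole buffer (KCl, MgCl2, Tween 20, BSA). Compounds tested across a concentration series (qHTS). Luminescence read after 8 min at ambient temperature.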
Hsp90 Hop PPI – changes Hsp90-Hop TPR2A binding signal, up or down; AlphaScreen TPR2A-His6 binding biotin-Hsp90 C-terminal peptide; actives 0.44% (n = 71,000); Potency, µM (doses to about 57 µM), inactives show top-dose activity change, negative = inhibition; AID 595; active = well fitted curve in either direction with a large enough effect; inconclusive = small, poorly fitted or top-dose-only effect, or another doubt; also: potency is read from the fitted curve at half-maximal effect; % is scaled to controls: 0 for no effect and ±100 for the full control effect; many of its hits are not listed in these tables
HBB splicing – hemoglobin beta splicing modulation; HBB splicing reporter cell assay, activation; EGFP reporter with mutant IVS2-654 intron; response scale: normalised to 500 nM splice-correcting PNA; Potency, µM (series often up to 46.1 µM), without a hit: at the highest dose activation, actives largely listed as activators; actives 0.06% (n = 65,000); also: potency is read from the fitted curve at half-maximal effect; 0% is about no effect
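HeLa cells stably expressing EGFP interrupted by mutant beta-globin intron 2 (IVS2-654), 500/well in 2% FCS. Treated with compound for 2 days at 37C. Splicing correction scored as total well GFP intensity (488 nm excitation, 500-520 nm emission); 500 nM antisense PNA served as control.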
Tau fil binding – tau filament binding | P10636 | AID 596 | actives 2% (n = 71,000) | Potency, µM (series often up to 57.1 µM), inactives show at the top dose activity change, negative = inhibition | recombinant tau filaments, thioflavin S fluorescence, 15 h; filaments grown with octadecylsulfate alongside compound;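 also: potency is read from the fitted curve at half-maximal effect; % is scaled to controls: 0 for no effect and ±100 for the full control effect; actives lower thioflavin S fluorescence by blocking filaments or displacing dye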
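Read-out: ThS fluorescence, 450 nm excitation/510 nm emission; lower signal marks blocked filament formation or displaced dye. Tau at 1 uM with 30 uM ODS, 10 uM ThS, 5 mM DTT, 100 mM NaCl, 10 mM HEPES pH 7.4; 15 h, 37 C.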
TexasRed autofl – Texas Red region autofluorescence; actives 0.06% (n = 59,000); Compound fluorescence, Texas Red channel, 547/618 nm; hits give high values; max dye-equivalent concentration, M; in the data active = max dye-equivalent concentration above about 10 nM; inconclusive = between about 1.1 nM and that limit
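qHTS profiling of intrinsic compound fluorescence; 100 mM Tris pH 8.0; 15 min RT; ex 547 / em 618 nm; response expressed as Texas Red dye-equivalent concentration from six-point plate standard.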
ALOX15 inhib – inhibitors of human 15-lipoxygenase (ALOX15); Potency, µM (series often up to 57.1 µM), for inactives: at the top dose activity change, negative = inhibition, hits mostly inhibitors; AID 887; purified 15hLO-1, xylenol orange hydroperoxide absorbance; P16050; actives 1.4% (n = 74,000); also: potency is read from the fitted curve at half-maximal effect; % is scaled to controls: 0 for no effect and ±100 for the full control effect; nearly all actives have a fitted effect of over 55% in size
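40 nM 15hLO-1 + cpd, 15 min RT; start w/ 50 uM AA (final), 6 min RT; stop/detect w/ 200 uM XO + 300 uM Fe(II) in 50 mM H2SO4, 30 min; A573/A405. Buffer 25 mM Hepes pH 7.5, 0.01% Triton X-100. No-enzyme wells as negative control.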
ERK AVP inh – inhibitors of vasopressin-stimulated ERK signaling pathway. HEK293-V1b, vasopressin-stimulated pERK AlphaScreen. Potency, µM (top dose mostly 57.5 µM), for inactives: at the highest dose activity, negative = inhibition, usual class: inhibitors. actives 0.99% (n = 72,000). AID 995; also: potency is read from the fitted curve at half-maximal effect; % is scaled to controls: 0 for no effect and ±100 for the full control effect; nearly all actives have a fitted effect of over 55% in size
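qHTS, compounds titrated on V1b-expressing HEK293 cells. Preincubation 30 min at 37C, vasopressin 25 nM for 5 min, lysis 10 min, bead incubation 5 hr at room temperature.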
Rhodamine autofl – rhodamine region autofluorescence; Rhodamine-region fluorescence, 547/598 nm, Tris buffer; hits give high values; max dye-equivalent concentration, M; actives 0.05% (n = 59,000); AID 594; in the data active = max dye-equivalent concentration above about 11 nM; inconclusive = between about 1.1 nM and that limit
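Compounds in 100 mM Tris buffer, pH 8.0, were incubated 15 min at room temperature, then read at 547 nm excitation and 598 nm emission. Fluorescence was normalized against a per-plate six-point rhodamine standard curve as dye-equivalent concentration.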
Pol III holo inh – blocks replication by bacterial DNA polymerase III holoenzyme; reconstituted DNA polymerase III holoenzyme replication, biochemical; Potency, µM (titrated, usually from 57.1 µM), without a hit: top-dose activity change, negative = inhibition; actives 0.25% (n = 71,000); also: potency is read from the fitted curve at half-maximal effect; % is scaled to controls: 0 for no effect and ±100 for the full control effect
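Reconstituted *E. coli* holoenzyme (0.35 nM Pol III, 1 nM beta, 154 nM SSB, 2 nM primase) was preincubated with compound for 15 min at RT. Synthesis on 1.4 nM ssM13Gori ran 35 min, then was stopped with PicoGreen/EDTA and read as dsDNA fluorescence.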
An asterisk follows results filed as active; i = inactive; ? = inconclusive; . = not tested or not shown; & = joins results of further samples; [ ] = dose if it differs, or a comment. Unless noted, calls follow the shape of the dose curve; as a rule, active = well fitted curve in the direction sought with a large enough effect; inconclusive = small, poorly fitted or top-dose-only effect, or another doubt; inactive = no such curve, though single readings can be large; an effect the other way counts as inactive or inconclusive. A portion of the library, so the mix of outcomes need not match the whole.

SMILES	HADH2 inhib	CRE Fsk mod	Luciferase inh	Hsp90 Hop PPI	HBB splicing	Tau fil binding	TexasRed autofl	ALOX15 inhib	ERK AVP inh	Rhodamine autofl	Pol III holo inh
N=C(N=C(N)N)N1CCOCC1	4.8%	?	1.6%[11.4 µM]	-3.6%	2.4%[20.6 µM]	6.3%	i	-15.4%[25.6 µM]	3.9%[25.7 µM]	i	-2.5%
O=P(O)(O)O	-4.2%	-4.6%	.	2.1%	-0.8%	-3.8%	.	-2.6%	2.8%	.	-2.9%
CCCCCCCCO	?	-6.3%	.	0.4%	0.7%	1.2%	.	0.2%	-0.5%	.	0.8%
Cc1c(C(=O)O)c(O)cc2c1C(=O)c1c(O)c([C@H]3O[C@H](CO)[C@@H](O)[C@H](O)[C@H]3O)c(O)c(O)c1C2=O	?	-4.6%	.	?	0.6%	-11.7%	.	-16.4%	?	.	-6.2%
O=C1N(c2ccccc2)c2ccccc2C1(Cc1ccncc1)Cc1ccncc1	3.6%&-3.3%	-14.1%&0.7%	3.1%&-7.0%	-2.7%&3.3%	0.7%	?	?	-23.2%[25.6 µM]	-25.4%	i	-3.2%&-1.9%

As entered above.
ALOX15 inhib, `O=C1N(c2ccccc2)c2ccccc2C1(Cc1ccncc1)Cc1ccncc1` → -23.2%[25.6 µM]
Hsp90 Hop PPI, `O=P(O)(O)O` → 2.1%

Sorted by molar mass (smallest number first): part of the list above.
SMILES	HADH2 inhib	CRE Fsk mod	Luciferase inh	Hsp90 Hop PPI	HBB splicing	Tau fil binding	TexasRed autofl	ALOX15 inhib	ERK AVP inh	Rhodamine autofl	Pol III holo inh
O=P(O)(O)O	-4.2%	-4.6%	.	2.1%	-0.8%	-3.8%	.	-2.6%	2.8%	.	-2.9%
N=C(N=C(N)N)N1CCOCC1	4.8%	?	1.6%[11.4 µM]	-3.6%	2.4%[20.6 µM]	6.3%	i	-15.4%[25.6 µM]	3.9%[25.7 µM]	i	-2.5%
O=C1N(c2ccccc2)c2ccccc2C1(Cc1ccncc1)Cc1ccncc1	3.6%&-3.3%	-14.1%&0.7%	3.1%&-7.0%	-2.7%&3.3%	0.7%	?	?	-23.2%[25.6 µM]	-25.4%	i	-3.2%&-1.9%

Reprinted from the entries so far for reference:
SMILES	HADH2 inhib	CRE Fsk mod	Luciferase inh	Hsp90 Hop PPI	HBB splicing	Tau fil binding	TexasRed autofl	ALOX15 inhib	ERK AVP inh	Rhodamine autofl	Pol III holo inh
Cc1c(C(=O)O)c(O)cc2c1C(=O)c1c(O)c([C@H]3O[C@H](CO)[C@@H](O)[C@H](O)[C@H]3O)c(O)c(O)c1C2=O	?	-4.6%	.	?	0.6%	-11.7%	.	-16.4%	?	.	-6.2%
O=C1N(c2ccccc2)c2ccccc2C1(Cc1ccncc1)Cc1ccncc1	3.6%&-3.3%	-14.1%&0.7%	3.1%&-7.0%	-2.7%&3.3%	0.7%	?	?	-23.2%[25.6 µM]	-25.4%	i	-3.2%&-1.9%
